p53ts 39C kill = kills p53ts cells at the nonpermissive temperature. 1.5% of 130,000 active. H1299-p53A138V viability at 39C, ATP luminescence, 24 h. Potency, µM (doses to about 46.1 µM), inactives show at the top dose activity change, negative = cell killing, actives largely listed as cytotoxic; also: nearly all actives have a fitted effect of over 55% in size
Imprint erasure = inducers of genomic imprint erasure in mouse ES cells; mouse ES Peg3-LacZ reporter, beta-gal luminescence, 40 h; Potency, µM (highest dose often 60.7 µM), inactives show top-dose activity change, positive = activation, actives largely listed as activators; 0.02% of 110,000 active; AID 1948;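 also: 0% = negative control wells on the plate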
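Readout: BetaGlo luminescence (5 min, room temp) for LacZ from the normally silent maternal Peg3 allele in female Peg3LacZ-Neo ES cells. Cells 300/well, 40 h, 37C, 5% CO2. Data normalized per plate to negative controls.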
IkB sig inh = IkB pathway inhibition in ABC-DLBCL cells. 0.04% of 110,000 active. Potency, µM (titrated, usually from 57.1 µM), for inactives: top-dose IkBa stabilization activation. ABC-DLBCL IkBa-CBG/CBR dual luciferase ratio, 4 h; response scale: scaled: untreated 0%, proteasome inhibitor 100%. AID 445; active = well fitted curve in the direction sought with a large enough effect in the signal ratio, not every such curve was filed as active; inconclusive = small, poorly fitted or top-dose-only effect, or a change in a side signal; the % refers to the signal ratio;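 also: the direction sought is a rising ratio; 0% = basal untreated cells and 100% = reference inhibitor full response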
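Curves were fitted separately to fusion (green), unfused (red) and ratio luminescence, then classed by r2, magnitude and activity. Cells: OCI-Ly3, 4 h compound plus doxycycline at 37C; 10 uM MG-132 defined full response.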
p53ts 32C tox = cytotoxicity in p53ts cells at permissive temperature; H1299-p53A138V at 32C, ATP luminescence viability, 24 h; Potency, µM (series often up to 46.1 µM), for inactives: at the top dose activity change, negative = cytotoxicity, most hits filed as cytotoxic; 0.93% of 130,000 active; AID 924;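 also: 0% = DMSO and -100% = full killing by reference compound; nearly all actives have a fitted effect of over 55% in size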
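Viability by ATPlite luminescence after 24 h compound treatment (up to 46 uM) at the permissive 32C. Cells are H1299 carrying p53 A138V. Scale runs from DMSO basal to 100 uM tamoxifen as full kill; AC50 from Hill fits.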
An asterisk follows results filed as active; ? = inconclusive; / = not tested or not shown; & = joins results of further samples; [ ] = another dose, or the depositor's remark. Unless noted, calls follow the shape of the dose curve; as a rule, active = well fitted curve in the direction sought with a large enough effect; inconclusive = small, poorly fitted or top-dose-only effect, or another doubt; inactive = no such curve, though single readings can be large; an effect the other way counts as inactive or inconclusive. Unless noted, % is scaled to controls: 0 for no effect and ±100 for the full control effect; potency is read from the fitted curve at half-maximal effect. Not a hit list, and some 1.7% of all compounds hit somewhere here.

SMILES	p53ts 39C kill	Imprint erasure	IkB sig inh	p53ts 32C tox
N#CCCN1CCN(C2=NC(=O)C(=C3CCCCC3)S2)CC1	-2%	-1%	0.8%	1%
CCOc1ccccc1-n1cnc2cc(C(=O)NCc3ccco3)ccc21	7%	-14%	6.8%	14%
Nc1cc(N)nc(SCC(=O)N2CCCCC2)n1	-18%	0%	-0.7%	-6%
COc1ccccc1-c1nnc(NC(C)=O)s1	?	-53%[inhibitor]	0.6%	?
COCCNc1ccnc(-c2c(C)noc2C)n1	0%	13%	1.0%[11.4 µM]	-3%
O=C(c1ccco1)N1CCC2(CC1)CCN(c1ccncc1)CC2	-8%	/	-1.8%[11.4 µM]	5%
Cc1ccc(NC2=CC(=O)CC(C)(C)C2)c(N)c1	-7%	-7%	0.7%	1%
CCOC(=O)c1nn(-c2ccc(OC)cc2)c(=O)c2c(NC(=O)c3ccco3)scc12	-4%	-10%	-1.5%	-4%
O=C(c1cnsn1)N1CCN(c2ccccn2)CC1	11%	-9%	0.0%	2%
CC(=O)Nc1ccc(NC(=O)CN(C)CCC#N)cc1	3%	-6%	0.1%	6%
C/C(=C\C(=O)c1ccccc1)Nc1cccc(O)c1	?	-40%[inhibitor]	?	10µM*
CCc1c(C)[nH]n(-c2ccc(Oc3ccccc3)c(S(=O)(=O)O)c2)c1=O	5%	-6%	2.7%	0%
CC(C)(C)OC(=O)N1CCC(c2nnc(SCc3ccccc3)o2)CC1	-2%	-19%[10.9 µM]	-0.3%	-5%
OCC1OC(n2cnc3c(Cl)nc(Cl)nc32)C(O)C1O (configuration not stated)	?	-38%[inhibitor]	/	?
Cc1cc(C)c(NC(=O)Cn2ccn(-c3cccc(Cl)c3)c(=O)c2=O)c(C)c1	-5%	-5%[10.9 µM]	-1.0%	-2%
CCOc1ccc(NC(=O)Cc2ccc(NC(=O)N3CCCCc4ccccc43)cc2)cc1	-18%	-3%[10.9 µM]	?	9%
CCCCCCC(=O)Nc1cc2nc3c(nc2cc1C)c(=O)n(C)c(=O)n3C	-11%	12%[10.9 µM]	0.3%	9%
O=C(Nc1nc(-c2cc(Cl)sc2Cl)cs1)c1cccs1	-19%	-19%	?	-18%
Cc1ccc(CN(C)C(=O)C2CCCN2C(=O)c2cccs2)o1 (configuration not stated)	-5%	-5%	0.0%	6%
O=C(NCCN1CCN(c2ccccc2)CC1)C1CCN(S(=O)(=O)N2CCOCC2)CC1	-2%	-15%	3.4%	2%
CCOC(=O)c1cnc(SCC)[nH]c1=O	-9%	-5%	-0.4%	-3%
Cn1c(=O)c(=O)n(C)c2cc(S(=O)(=O)N3CCOCC3)ccc21	-12%	-15%	-1.6%	-7%
CCOC(=O)c1c(C)n(C)c2c(C)cc(O)c(OC(C)=O)c12	-1%	-4%	0.7%	-7%
CC(C)Cn1c(N)c(C(=O)CSc2ccc3c(c2)OCCO3)c(=O)n(C)c1=O	-7%	3%	?	7%
NC(=O)c1ccccc1NC(=O)CS(=O)(=O)Cc1ccccc1	4%	-17%	-3.0%	2%
CCCCN(CCCC)C(=O)c1cc2c(=O)n3cccc(C)c3nc2s1	?	-5%[10.9 µM]	?	-18%
CCCCCCOc1ccc(/C(N)=N/O)cc1	?	19%	-1.5%	?
Cn1c(=O)c2c(-c3ccccc3)n3c(c2n(C)c1=O)C(c1ccc([N+](=O)[O-])cc1)Nc1ccccc1-3 (configuration not stated)	-5%	-8%[10.9 µM]	-1.5%	-7%
CCC1(C)NC(=O)N(CC(=O)Nc2sc3c(c2C(=O)OC)CCCCC3)C1=O (configuration not stated)	-7%	/	/	-15%
Cc1ccc(C(=O)N2CCC(C)CC2)cc1NC(=O)c1nsc2ccccc12	12%	-3%[10.9 µM]	?	14%
Cc1ccc(CNC(=O)c2c[nH]n3c(=O)c(Cc4ccc(F)cc4Cl)c(C)nc23)cc1	?	?	?	?
Cc1ccc2c(c1)N(CC(=O)NCC1COc3ccccc3O1)C(=O)CO2 (configuration not stated)	-2%	-4%	1.2%	-3%
Fc1ccc(OCc2nnc(SCCN3CCOCC3)o2)cc1	-3%	/	/	5%
c1cc2c(nn1)CCc1nonc1-2	17%	12%	-0.4%	-3%
CC1=C(C#N)c2nc(N)c(C#N)c(C)c2/C1=C\c1ccccc1	12%	17%	?	6%
CCCCC(=O)N=c1sc2cc(S(C)(=O)=O)ccc2n1C	-4%	-13%	-0.3%	-3%
COc1ccc(Cn2ccc3nc(C)c(C(=O)Nc4cc(OC)c(OC)c(OC)c4)cc3c2=O)cc1	5%	-13%[10.9 µM]	3.0%	1%
CCOCC(=O)Nc1c(C(=O)Nc2ccccc2OC)oc2ccccc12	2%	-1%	2.5%	-2%
N#C/C(=C1/CCCCCN1)c1nc2ccccc2[nH]1	-9%	-1%	0.1%	9%
CCc1cccc2nc3c(c([Si](C)(C)C)c12)Cn1c-3cccc1=O	3%	-14%	/	9%
Cc1nnc(NC(=O)c2ccc(S(=O)(=O)N(C)Cc3ccccc3)cc2)o1	?	-24%	?	-19%
COCCn1nnnc1C(c1cccc(C#N)c1)N1CCCCCC1 (configuration not stated)	-2%	/	-0.7%	-3%
Cn1c(=O)c2c(nc(NCCc3ccccc3)n2Cc2cccc(Br)c2)n(C)c1=O	-1%	-18%[10.9 µM]	?	-4%
Cc1ccc(-n2c(C)nc3c(cnn3-c3ccccc3C)c2=O)cc1F	-12%	5%[10.9 µM]	-0.7%	12%
Cc1ccc(CSC2=Nc3ccccc3C3=NC(CC(=O)NC4CCCCC4)C(=O)N23)cc1 (configuration not stated)	-13%	11%[10.9 µM]	?	3%
COc1ccc(S(=O)(=O)N2CCC(c3nc4ccccc4s3)CC2)cc1OC	17%	-9%[10.9 µM]	1.4%	-1%
COc1ccccc1NC(=O)CN(Cc1ccco1)C(=O)c1ccc(-n2nc(C)cc2C)cc1	2%	-12%	/	6%
O=C(NCc1ccc(F)cc1)C1CCN(C(=O)NCc2ccccc2)CC1	6%	-1%	-0.3%	-3%
CCC1CCCCN1C(=O)CSc1nc(N)c(NC(=O)c2ccco2)c(=O)[nH]1 (configuration not stated)	5%	-15%	?	5%
O=C(c1cccs1)N1CCCc2cc(NS(=O)(=O)c3ccc(F)cc3F)ccc21	-22%	-6%[10.9 µM]	?	9%

Reformatted in CSV form: entries from further up.
Compound,p53ts 39C kill,Imprint erasure,IkB sig inh,p53ts 32C tox
O=C(NCc1ccc(F)cc1)C1CCN(C(=O)NCc2ccccc2)CC1,6%,-1%,-0.3%,-3%
O=C(c1cccs1)N1CCCc2cc(NS(=O)(=O)c3ccc(F)cc3F)ccc21,-22%,-6%[10.9 µM],?,9%
CCC1CCCCN1C(=O)CSc1nc(N)c(NC(=O)c2ccco2)c(=O)[nH]1 (configuration not stated),5%,-15%,?,5%
COc1ccccc1NC(=O)CN(Cc1ccco1)C(=O)c1ccc(-n2nc(C)cc2C)cc1,2%,-12%,/,6%

Going on with the list.
SMILES	p53ts 39C kill	Imprint erasure	IkB sig inh	p53ts 32C tox
COc1ccccc1Cn1c(=S)[nH]c2cc(C(=O)N3CCN(C)CC3)ccc2c1=O	-3%	3%	1.6%	0%
CC(=O)Nc1cccc(-c2nnc(SCC(=O)c3ccc([N+](=O)[O-])cc3)o2)c1	7%	4%[10.9 µM]	-2.4%	-5%
COCCn1c(=O)c(-c2ccc(OC)cc2)nc2cnc(OCc3ccccc3)nc21	-16%	4%	2.7%[11.4 µM]	2%
O=c1oc2ccccc2c(O)c1/C=N/c1ccccn1	-18%	-7%	?	-5%
Cc1ccc2c(c1)N(C(=O)Nc1cccc(C)c1C)CCO2	-21%	-14%[10.9 µM]	?	0%
Cc1ccccc1C(=O)NCc1nc2cccnc2n1Cc1ccccc1	-17%	-7%[10.9 µM]	?	2%
COc1nc(-c2ccc(Cl)cc2)ccc1-c1noc(-c2ccncc2)n1	2%	9%	-3.7%	-5%
COc1ccc(-n2nc(C(=O)N3CCN(c4ccc(F)cc4)CC3)c3c4ccccc4n(C)c3c2=O)cc1	-1%	20%[10.9 µM]	-1.4%	6%
CC(C)(C)C1CCc2onc(C(=O)N3CCOCC3)c2C1 (configuration not stated)	6%	-3%	-1.7%	-14%
Cc1cc(NC(=O)CSC2=Nc3ccccc3C3=NC(Cc4ccccc4)C(=O)N23)n[nH]1 (configuration not stated)	0%	-10%	-2.2%	7%

Molecules above with two or more sulfur atoms (4):
SMILES	p53ts 39C kill	Imprint erasure	IkB sig inh	p53ts 32C tox
O=C(Nc1nc(-c2cc(Cl)sc2Cl)cs1)c1cccs1	-19%	-19%	?	-18%
CCCCC(=O)N=c1sc2cc(S(C)(=O)=O)ccc2n1C	-4%	-13%	-0.3%	-3%
COc1ccc(S(=O)(=O)N2CCC(c3nc4ccccc4s3)CC2)cc1OC	17%	-9%[10.9 µM]	1.4%	-1%
O=C(c1cccs1)N1CCCc2cc(NS(=O)(=O)c3ccc(F)cc3F)ccc21	-22%	-6%[10.9 µM]	?	9%

Carrying on:
SMILES	p53ts 39C kill	Imprint erasure	IkB sig inh	p53ts 32C tox
COc1ccc(N2C(=O)CSC23C(=O)N(Cc2ccc(C)cc2)c2ccccc23)cc1Cl (configuration not stated)	7%	-10%[10.9 µM]	0.0%	15%
COc1nc(OC)nc(N2CCC(C(=O)NC3CCCCCC3)CC2)n1	-11%	10%	0.0%	6%
COc1ccc(CCNC(=O)CCc2c(C)c3cc4c(C)coc4c(C)c3oc2=O)cc1OC	-24%	-9%[10.9 µM]	3.5%	-9%
CCOC(=O)Cn1c(=O)oc2cc(S(=O)(=O)N3CCN(c4ccc(Cl)cc4)CC3)ccc21	-26%	-8%[10.9 µM]	?	-2%
CCN(CC)c1ccc(NC(=O)CN2CCN(CC(=O)Nc3ccc(Cl)cc3)CC2)cc1	-15%	9%[10.9 µM]	?	-5%
NC1(C(=O)O)CCC1	1%	-5%	0.0%	5%
CCOC(=O)C1CCN(C(=O)CC(C)c2ccccc2)CC1 (configuration not stated)	9%	-9%	0.6%	8%
Cc1cccc(C(=O)Nc2ccc(S(=O)(=O)N3CCC(c4nc5ccccc5s4)CC3)cc2)c1	-17%	-11%[10.9 µM]	4.5%	-5%
COc1cc(C(=S)N2CCCC2)cc(Cl)c1O	11%	-6%	-3.1%	-6%
COc1cccc(OC)c1C(=O)N1CCN(Cc2ccncc2)CC1	3%	0%	0.3%	-4%
O=C(Nc1cccc(F)c1)N1CC2(CCN(C(=O)c3cccc(F)c3)CC2)C1	5%	/	0.8%[11.4 µM]	-5%
CCCCS(=O)(=O)c1oc(-c2cccs2)nc1S(=O)(=O)c1ccc(F)cc1	3.2µM*	-38%[inhibitor][10.9 µM]	?	20µM*
CCN1CCN(C(c2cccc(F)c2)c2c(O)cc(C)n(CCOC)c2=O)CC1 (configuration not stated)	-1%	-8%[10.9 µM]	1.9%	-1%
CCOc1ccc(C2C(C(=O)OC)=C(C)NC3=C2C(=O)c2ccccc23)cc1OC (configuration not stated)	0%	-9%[10.9 µM]	?	2%
O=C1OC2CC3CC1CC(O)(C3)C2 (configuration not stated)	6%	-3%	-1.4%	8%
CCc1ccc(-n2c(=O)c3ccc(C(=O)NCCc4ccccc4)cc3n(CC(N)=O)c2=O)cc1	5%	-7%[10.9 µM]	0.4%	-3%
CC(Oc1cc(C(F)(F)F)cc(C(F)(F)F)c1)C(=O)NC(N)=O (configuration not stated)	-2%	3%	-1.7%	0%
CCN(CC)CCN=C1CCCc2ccccc2N1	-5%	-14%	-1.7%	-6%
CCC(C)(C)n1nnnc1CN(Cc1ccco1)Cc1cc2cc3c(cc2[nH]c1=O)OCO3	-1%	0%	?	6%
CCCc1cc(=O)[nH]c(SCc2nc(-c3ccc(OCC)cc3)no2)n1	-1%	-6%[10.9 µM]	-0.1%	0%
NCCSS(=O)(=O)CCN	3%[9.22 µM]	-5%[10.9 µM]	1.6%[11.4 µM]	8%[9.22 µM]
Cn1c(=O)oc2cc(S(=O)(=O)N3CCCC(C(=O)N4CCc5ccccc5C4)C3)ccc21 (configuration not stated)	-11%	-17%	5.1%	0%
O=c1ccc2ccccc2o1	9%	-10%&-5%	0.7%	9%[1.84 µM]
COc1cccc(-n2c(SCC#N)nnc2-c2cnccn2)c1	-9%	-10%	0.4%	6%
Cc1cc2nnc(SCC(=O)NCc3cccs3)n2c(N)n1	-3%	-5%	-0.1%	26%
CCn1c(SCC(=O)Nc2ccccc2N2CCOCC2)nnc1-c1ccccc1O	8%	-16%	-5.1%	17%

From PubChem
